Bioassay records: PubChem BioAssay, several laboratories
sEH inhibitor: soluble epoxide hydrolase inhibitors, primary screen, biochemical, human sEH. Bifunctional epoxide hydrolase 2 (Homo sapiens), P34913. recombinant human sEH enzymatic activity assay. inhibition, % at 2 µM. hit rate 0.34% among 91,000. AID 707, 2007; in the data active = inhibition above about 80%; also: values of inactives mirror those of a sister screen read the other way; many of its hits are not listed in these tables
Target sequence (P34913 whole entry, looked up): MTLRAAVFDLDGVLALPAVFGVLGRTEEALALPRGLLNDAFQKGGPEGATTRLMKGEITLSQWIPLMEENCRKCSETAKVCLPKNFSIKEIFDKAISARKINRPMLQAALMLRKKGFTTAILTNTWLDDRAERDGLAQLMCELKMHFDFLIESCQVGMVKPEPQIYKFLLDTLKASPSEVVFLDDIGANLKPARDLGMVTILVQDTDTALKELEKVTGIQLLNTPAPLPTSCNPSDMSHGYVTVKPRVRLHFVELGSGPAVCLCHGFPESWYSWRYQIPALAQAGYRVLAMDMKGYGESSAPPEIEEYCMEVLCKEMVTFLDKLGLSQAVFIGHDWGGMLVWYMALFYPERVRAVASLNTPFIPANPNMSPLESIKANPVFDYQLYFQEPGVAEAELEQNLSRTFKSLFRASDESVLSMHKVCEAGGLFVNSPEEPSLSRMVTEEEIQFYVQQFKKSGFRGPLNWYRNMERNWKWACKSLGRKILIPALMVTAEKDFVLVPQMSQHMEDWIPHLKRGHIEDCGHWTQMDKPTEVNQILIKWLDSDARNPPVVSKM
CYP2C19 inh: blockers of cytochrome P450 2C19 activity – biochemical, luminescence, ADME assay, primary screen. inhibition, % at 5 µM. CYP2C19 Supersomes, luciferin-H EGE luminescence, 30 min. P33261. hit rate 21% among 96,000;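 active = CYP2C19 inhibition above a set limit at 5 µM in the primary screen, cut at about 50% in these data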;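 also: plate controls were negative control wells for no effect and 2.5 mM tranylcypromine positive control for full effect; values of inactives mirror those of a sister screen read the other way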
Target sequence (P33261 whole entry, looked up): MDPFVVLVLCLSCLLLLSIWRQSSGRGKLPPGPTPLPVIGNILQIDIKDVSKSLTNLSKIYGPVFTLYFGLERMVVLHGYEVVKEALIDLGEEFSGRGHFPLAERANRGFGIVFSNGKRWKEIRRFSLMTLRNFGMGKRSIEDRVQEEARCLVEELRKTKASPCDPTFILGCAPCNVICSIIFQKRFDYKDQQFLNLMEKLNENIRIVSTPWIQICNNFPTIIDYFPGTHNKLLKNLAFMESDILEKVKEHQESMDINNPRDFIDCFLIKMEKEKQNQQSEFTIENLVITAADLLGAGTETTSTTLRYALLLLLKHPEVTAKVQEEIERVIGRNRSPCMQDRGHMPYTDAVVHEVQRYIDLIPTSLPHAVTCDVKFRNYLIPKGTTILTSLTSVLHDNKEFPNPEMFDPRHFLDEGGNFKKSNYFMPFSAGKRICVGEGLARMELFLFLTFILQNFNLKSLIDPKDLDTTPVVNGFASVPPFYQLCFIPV
PostGolgi ctrl: growth inhibition of yeast control strain, primary screen, counter-screen for post-Golgi transport modulator project; hit rate 5% among 98,000; inhibition, % at 10 µM; efflux-deficient yeast background strain, growth absorbance A615, 16 h; AID 738, 2007
S1P2 blocker: human S1P2 receptor antagonists, primary screen, cell-based. inhibition, % at 5 µM. Sphingosine 1-phosphate receptor 2 (Homo sapiens), O95136. cell-based S1P2 antagonist assay, inhibition at 5 uM. hit rate 0.21% among 97,000; in the data active = inhibition above about 45%;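 also: CRE beta-lactamase reporter cells expressing human S1P2 stimulated with S1P; 0% = agonist at EC80 alone and 100% = agonist plus reference antagonist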
hDAT+cocaine: changed hDAT dopamine uptake under cocaine IC80, either direction, primary screen, cocaine antagonist project, cell-based, LLC-PK1 hDAT, [14C]-dopamine uptake, MLSMR. LLC-PK1 hDAT cells, [14C]-dopamine uptake with cocaine IC80; actives deviate in either direction. AID 449768, 2010. Sodium-dependent dopamine transporter (Homo sapiens), Q01959. B-score at 10 µM. hit rate 1.3% among 110,000;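 active = Z score or B-score, a plate-position-corrected score, falls beyond the plate's 99.7% confidence bounds, in either direction; inactive = both scores lie inside the 99.7% bounds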;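 also: scored against the spread of the other compound wells on the same plate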
CYP2C19 activ: human CYP2C19 activators, primary screen, biochemical, luminescence; Cytochrome P450 2C19 (Homo sapiens), P33261; recombinant CYP2C19, luciferin-H EGE luminescence; hits give high values; 0 = fully inhibited enzyme, 1 = untreated enzyme; activation factor at 5 µM; 96,000 tested, under 10 active;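 active = activation factor of at least 2 at 5 µM in the primary screen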;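 also: 0 = wells with 2.5 mM tranylcypromine and 1 = vehicle-only wells; values of inactives mirror those of a sister screen read the other way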
S1P2 ag: S1P2 receptor agonists, primary screen, cell-based; S1P2-expressing cell line, agonist reporter read-out; activation, % at 4.5 µM; hit rate 0.46% among 97,000; AID 729, 2007; in the data active = activation above about 16%;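 also: 0% = vehicle low control and 100% = maximal reference agonist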
sEH act: soluble epoxide hydrolase activators, primary screen, biochemical, human sEH. AID 717, 2007. Bifunctional epoxide hydrolase 2 (Homo sapiens), P34913. activation, % at 2 µM. hit rate 0.04% among 91,000. purified human sEH enzymatic activity, activator screen; in the data active = activation above about 37%; also: values of inactives mirror those of a sister screen read the other way
PostGolgi yeast: phenotypic screen on post-Golgi transport, primary screen | hit rate 0.9% among 98,000 | inhibition, % at 10 µM | post-Golgi transport phenotypic cell assay | AID 739, 2007;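 also: yeast cells grown in 1536-well plates; yeast grown about 18 h at 30C before absorbance read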
Starred values were filed as active, the others as inactive; · = no result given. Rule as the data show it, unless noted: active = inhibition above about 30%; inactive = the rest. An unsorted share of the library; about 24% have a hit in one of these screens.

molecule,sEH inhibitor,CYP2C19 inh,PostGolgi ctrl,S1P2 blocker,hDAT+cocaine,CYP2C19 activ,S1P2 ag,sEH act,PostGolgi yeast
Cc1ccc(S(=O)(=O)n2cc(-c3ccccc3)c(N)n2)cc1,2,52*,25,3,-0.87,0.5,-10,-4,25
Cc1ccc2c(c1)c1c(n2CC(O)CN2C(=O)CNC2=O)C(=O)CCC1 (centres undefined),·,24,3,12,1.9,0.8,-2,·,4
O=C(NC(=S)NCCc1ccccc1)c1ccco1,-17,20,17,8,0.69,0.8,-4,15,3
CCOC(=O)CC1C(=O)NCCN1C(=O)Nc1ccccc1 (centres undefined),0,26,3,2,0.09,0.7,-1,-1,-1
CCCCN(C)CCCNC(=O)c1ccc(N2CCCC2=O)cc1,·,-5,19,11,0.06,1,-6,·,-6
CC1(C)C2([N+](=O)[O-])CN3CC1([N+](=O)[O-])CN(C2)C3c1ccccc1 (centres undefined),4,34,-4,14,-0.038,0.7,-3,-3,-16
CCN1CCN(CC(=O)N2c3ccccc3CC2C)CC1 (centres undefined),9,0,4,3,-0.67,1,-6,-7,-2
CC(C(=O)Nc1ccc(F)c(F)c1F)N1CCCCCC1 (centres undefined),4,65*,-8,3,1.4,0.4,-2,-1,-6
Nc1nc2c(s1)C(=O)CCC2,2,4,2,-7,-0.71,1,-3,-2,2
CCCN1C(=O)c2cc(C(=O)Nc3ccccc3CC)ccc2C1O (centres undefined),0,12,-4,-35,-0.096,0.9,-3,0,1
O=C(/C=C/c1ccccc1)NC(=S)NNC(=O)c1cccnc1,1,1,16,15,-0.42,1,-4,-2,1
Cc1cc(=O)[nH]c(N=N/C(=N/Nc2ccccc2C)c2ccccc2)n1,-6,16,0,0,-0.81,0.8,-6,6,-4
O=C(c1ccc(CS(=O)(=O)Cc2ccc(Cl)cc2)o1)N1CCCC1,·,30,9,11,1.2,0.7,-3,·,5
N#Cc1cc2c(=O)n3ccccc3nc2n(CC2CCCO2)c1=N (centres undefined),1,·,·,20,·,·,-1,-2,·
CCCC(C)NC(=O)C1CCN(S(=O)(=O)c2ccccc2)CC1 (centres undefined),-7,-5,3,-10,0.071,1.1,-1,6,1
C=CC(=O)Nc1ccc(Br)cc1,-1,-7,16,5,0.36,1.1,-1,2,4
Cc1cc(C)n(C(=O)CNC(=O)Cc2ccccc2)n1,4,17,2,14,-0.72,0.8,-2,-4,19
Cc1c(Cl)cccc1NC(=O)CSc1ncnc2c1cnn2CCc1ccccc1,22,63*,14,4,-0.93,0.4,0,-20,27
COc1ccccc1OCC(=O)Nc1ccc(S(=O)(=O)Nc2nc(C)cc(C)n2)cc1,3,38,4,3,3.5*,0.6,-3,-2,7
COc1ccc2c(CC#N)c[nH]c2c1,·,20,16,·,-1.3,0.8,·,·,4
O=C(CN(Cc1ccco1)C(=O)CNS(=O)(=O)c1ccc(Cl)cc1)NCc1ccc(F)cc1,8,·,·,-4,-0.27,·,-8,-8,·
O=C(Nc1nc2ccccc2s1)C1CCCO1 (centres undefined),-12,40,-5,22,-0.3,0.6,0,13,-17
O=c1oc2ccccc2cc1-c1nc(-c2ccccc2)no1,-12,-9,23,11,-0.48,1.1,-2,13,2
COc1cc(-c2nc3ccccn3c2/N=C/c2cc(OC)c(OC)c(OC)c2)ccc1O,-1,·,·,-7,0.72,·,1,4,·
CCOC(=O)c1[nH]cnc1C(=O)NC(C)C,7,·,·,-17,-1.1,·,-1,-3,·
CCCNC(=O)N1CCN(S(=O)(=O)c2ccc(C)c(C)c2)CC1,-5,·,·,-1,-0.39,·,-5,6,·
CCCS(=O)(=O)N1CCN(Cc2ccc(OCc3ccccc3)c(OC)c2)CC1,-10,·,·,8,1.6,·,-1,11,·
CCOC(=O)c1ccc(NC(=O)C(CC)CC)cc1,5,55*,3,8,0.58,0.5,-3,-5,2
CSc1nc(C)cc(SCC(=O)Nc2ccc(Cl)cc2Cl)n1,0,·,·,-21,1.1,·,-3,2,·
Nc1ccc2c(c1)C(=O)N(CC1CCCO1)C2=O (centres undefined),-8,-19,4,0,-1.3,1.2,-2,8,4

Of the compounds above, these contain an aryl thioether with sulfur outside any ring.
molecule,sEH inhibitor,CYP2C19 inh,PostGolgi ctrl,S1P2 blocker,hDAT+cocaine,CYP2C19 activ,S1P2 ag,sEH act,PostGolgi yeast
Cc1c(Cl)cccc1NC(=O)CSc1ncnc2c1cnn2CCc1ccccc1,22,63*,14,4,-0.93,0.4,0,-20,27
CSc1nc(C)cc(SCC(=O)Nc2ccc(Cl)cc2Cl)n1,0,·,·,-21,1.1,·,-3,2,·

Not a retest: entries from further up.
molecule,sEH inhibitor,CYP2C19 inh,PostGolgi ctrl,S1P2 blocker,hDAT+cocaine,CYP2C19 activ,S1P2 ag,sEH act,PostGolgi yeast
Cc1ccc(S(=O)(=O)n2cc(-c3ccccc3)c(N)n2)cc1,2,52*,25,3,-0.87,0.5,-10,-4,25
Cc1ccc2c(c1)c1c(n2CC(O)CN2C(=O)CNC2=O)C(=O)CCC1 (centres undefined),·,24,3,12,1.9,0.8,-2,·,4
O=C(NC(=S)NCCc1ccccc1)c1ccco1,-17,20,17,8,0.69,0.8,-4,15,3
CCOC(=O)CC1C(=O)NCCN1C(=O)Nc1ccccc1 (centres undefined),0,26,3,2,0.09,0.7,-1,-1,-1
CCCCN(C)CCCNC(=O)c1ccc(N2CCCC2=O)cc1,·,-5,19,11,0.06,1,-6,·,-6

Next section.
molecule,sEH inhibitor,CYP2C19 inh,PostGolgi ctrl,S1P2 blocker,hDAT+cocaine,CYP2C19 activ,S1P2 ag,sEH act,PostGolgi yeast
Cc1ccc(-c2nnc(SCC(=O)Nc3sc(C)c(C)c3C#N)n2C)cc1,15,·,·,-2,-1,·,-6,-12,·
O=C(Nc1nc2c(s1)CCCC2=O)c1cnccn1,-6,48,0,3,-0.14,0.5,-3,4,-1
Cc1nnc2ccc(N3CCN(c4cccc(C(F)(F)F)c4)CC3)nn12,·,29,16,·,-0.0056,0.7,·,·,1
Cc1ccc(C)n1-c1ncn[nH]1,-4,8,12,4,0.53,0.9,-3,1,0
C=CCn1c(=O)c2ccccc2n2c(SCc3csc(-c4ccccc4)n3)nnc12,·,29,25,·,0.55,0.7,·,·,-3
Cc1cccc(Cn2c(NCC(C)O)nc3c2c(=O)n(C)c(=O)n3C)c1 (centres undefined),-2,8,-1,18,1.6,0.9,-2,5,8
Cc1ccc(-n2nnnc2SCC(=O)NCCC2=CCCCC2)c(C)c1,82*,71*,22,-2,-0.4,0.3,-4,-82,-1
Cc1cc(NCCN2CCOCC2)n2ncc(-c3ccccc3)c2n1,-6,28,-2,12,-0.1,0.7,-2,8,17
CCOC(=O)c1sc(C)c(C(=O)NCC(C)(C)CN(C)C)c1N,8,-3,1,27,-0.17,1,-6,-7,1
Clc1ccc(OCc2nc(-c3ccc(Br)o3)no2)cc1,·,-12,12,4,-0.7,1.1,-2,·,3
CCCCCNC(=O)CCc1ccccc1,-5,·,·,-2,-0.29,·,-1,4,·
Clc1ccccc1-c1nnc2sc(-c3ccc4c(c3)OCO4)nn12,-16,16,11,-25,0.57,0.8,-1,16,4
O=S(=O)(C=C(c1ccccc1)c1ccccc1)c1ccccc1,-3,66*,36*,-7,0.36,0.3,-7,5,-5
CCC(CC)C(=O)Nc1ccc(C)c(O)c1,-1,2,24,14,·,1,-2,2,0
O=C(O)C(CC(=O)N1CCOCC1)NCc1ccccc1 (centres undefined),6,·,·,-5,·,·,0,-2,·
COc1cc(-c2nnc3sc(Cc4ccccc4)nn23)cc(OC)c1OC,2,43,6,-31,0.94,0.6,12,-1,6
CCCOc1ccc(CCc2n[nH]c(=S)n2Cc2ccccc2)cc1,3,-2,14,-5,-0.39,1,-7,-3,-2
Cn1c(C(=O)NCc2ccco2)cc2c(=O)[nH]c3ccccc3c21,·,6,4,·,-0.89,0.9,·,·,7
CC12C(=O)N(c3cccc4cccnc34)C(=O)C1C1C=CC2C1 (centres undefined),·,-2,6,21,-0.51,1,0,·,-8
C=C(C)Cn1c(Sc2nc3ccccc3[nH]2)nc2c1c(=O)[nH]c(=O)n2C,·,88*,-12,-6,1.2,0.1,-2,·,2
COc1ccc(Nc2nc(Cl)nc(NCc3ccco3)n2)c(OC)c1,6,-19,6,-14,-1.6,1.2,-3,-6,-2
Cc1cc(Br)ccc1NC(=O)CN1C(=O)CCC1=O,-9,12,2,-6,0.28,0.9,-3,12,4
OC(COCc1ccc2c(c1)OCO2)CN1CCN(Cc2ccccc2)CC1 (centres undefined),-4,-6,11,1,0.11,1.1,-6,6,5
O=c1c2c3c(sc2nc2n1CCCC2)CCCCC3,0,24,21,-18,0.8,0.8,-5,-4,1
CC(C)Oc1ccc(C(CC(=O)O)NC(=O)C2CCCCC2)cc1 (centres undefined),-11,-2,20,8,-1.3,1,-5,10,12
O=C(CN1CCN(c2ccccc2F)CC1)c1c[nH]c2ccc(F)cc12,2,14,22,-5,0.1,0.9,-4,-5,-3
CN(C)S(=O)(=O)N1CCN(c2cccc(Cl)c2)CC1,-15,38,0,13,-0.11,0.6,-9,12,7
COc1ccccc1NC1=NCC(=O)N1Cc1ccccc1,-11,22,21,10,-0.24,0.8,-2,13,6
COc1cc(OC)c(C2C3=C(CCCC3=O)Nc3nc4ccccc4n32)cc1OC (centres undefined),·,12,4,·,2.2,0.9,·,·,19
CN1CC=C2C(C#N)=C(N)C(C#N)(C#N)C(Cc3ccccc3)C2C1 (centres undefined),-8,40,2,6,-0.45,0.6,2,6,3

(further entries)
molecule,sEH inhibitor,CYP2C19 inh,PostGolgi ctrl,S1P2 blocker,hDAT+cocaine,CYP2C19 activ,S1P2 ag,sEH act,PostGolgi yeast
O=C(CSc1nc2ccccc2c(=O)n1NC(=O)Cc1ccccc1)NCc1ccccc1Cl,5,90*,7,-1,0.92,0.1,-7,-8,12
CC1CCN(c2nc3c(c(=O)[nH]c(=O)n3C)n2CCSc2nc3ccccc3o2)CC1,-3,2,-5,2,0.64,1,-10,4,8
COC(=O)c1ccc2c(c1)N(C)C(=O)CS2,2,11,2,13,0.14,0.9,-2,0,-5
COc1ccc(NC(=O)CSc2nnc(-c3cccnc3)n2Cc2ccco2)c(OC)c1,·,37,-5,·,1.3,0.6,·,·,10
CCn1ncc(C2=NOC(C(=O)Nc3c(C)nn(Cc4ccc(F)cc4)c3C)C2)c1C (centres undefined),8,1,18,-4,-2.1,1,1,-5,5

Looked up above:
Cc1nnc2ccc(N3CCN(c4cccc(C(F)(F)F)c4)CC3)nn12 in hDAT+cocaine: -0.0056
Cc1cccc(Cn2c(NCC(C)O)nc3c2c(=O)n(C)c(=O)n3C)c1 (centres undefined) in S1P2 ag: -2
COc1cc(-c2nnc3sc(Cc4ccccc4)nn23)cc(OC)c1OC in PostGolgi ctrl: 6
COC(=O)c1ccc2c(c1)N(C)C(=O)CS2 in S1P2 ag: -2
CCC(CC)C(=O)Nc1ccc(C)c(O)c1 in sEH inhibitor: -1
